# b-catenin transl: alters nuclear translocation of beta-catenin in HeLa cells | immunofluorescence imaging | nuclear translocation activity, % at 5 µM | hit rate 0.3% among 190,000;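 active means nuclear translocation activity above 50% at 5 µM, with a well cell count of 50 or more; inconclusive means wells under 50 cells across six images, flagged as toxic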;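 further: per-cell ratio of nuclear to cytoplasmic median beta-catenin stain intensity; plate controls were DMSO negative control for no effect and GSK-3 inhibitor IX positive control for full effect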
#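 System: HeLa cells, endogenous beta-catenin; compound dosing: 5 µM primary single dose, 0.1% DMSO, 0.02–20 µM confirmation series; incubation: 24 h compound exposure at 37°C, 5% CO2; signal: beta-catenin immunofluorescence imaging with DAPI; evaluation: % activation, nuclear-to-cytoplasmic median beta-catenin signal ratio per cell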
# Dynein transport: dynein cargo transport inhibition; 3617.4 mouse cells, GR-EGFP nuclear translocation imaging; test concentration mostly 20 µM; stimulated with dexamethasone, 1 µM; stronger effect = lower value; z-score, hits read low; hit rate 0.47% among 220,000; AID 1381;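 active means plate z-score of nuclear minus cytoplasmic receptor signal below a set negative limit, without overly bright fluorescence or cell loss, cut at about -3.5 in these data, passing the limit was not always enough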;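 further: z-score of nuclear minus cytoplasmic ring GR-EGFP intensity difference per well; some compounds called inactive have numbers as strong as hits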
#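 Schedule: 48 h induction, then 1 h compound, then 30 min agonist, 37 °C. Buffer or medium: tetracycline-free induction medium containing charcoal-stripped FBS. Reagent: 1.0 µM final dexamethasone stimulus. Evaluation: nuclear versus cytoplasmic GR-EGFP signal, averaged per well. Signal: high-content fluorescence imaging after fixation.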
# Yfh1-depleted yeast: mitochondrial function rescue without frataxin homolog – Friedreich's ataxia, plus single-dose screen, dose response (AID 1465) | S. cerevisiae Yfh1-off respiration, WST-1 reduction, 72 h; higher fold induction means a stronger effect | one-dose fold induction at 50 µM; EC50 in µM for titrated hits | hit rate 0.074% among 220,000;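 active means fold induction of absorbance versus untreated yeast above a set limit, then at least 30% activation at any dose in follow-up; inconclusive means repeats straddling the limit, or above it without dose testing; inactive means fold induction below the set limit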;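 further: activators that raise dye reduction in frataxin-depleted yeast; strong numbers were not always called active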
# Autophagy mod: autophagy modulation, high-content screen. calls only at 10 µM (by protocol). MEF GFP-LC3 puncta imaging; test concentration mostly 10 µM. hit rate 0.98% among 190,000. AID 463193;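 active means percentage of spot-positive cells more than 3 SD above its plate mean, without a fluorescence outlier flag or 80% toxicity; inconclusive means no clear call, values can overlap the other calls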;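 further: spot-positive cell cutoff set from DMSO-treated cells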
# human PMI inhibitors: MPI inhibition at elevated mannose 6-phosphate – biochemical, fluorescence intensity, high mannose 6-phosphate, primary screen (AID 1220) | recombinant PMI enzyme, coupled fluorescence intensity; higher % means a stronger effect | inhibition, % at 20 µM; hits with a dose series show IC50 in µM | hit rate 0.66% among 190,000
# Ins promoter up: MIN6 insulin promoter up-regulation | MIN6 insulin promoter-GFP reporter, high-content imaging; stronger effect = higher value | z-score at 5 µM | hit rate 0.3% among 190,000 | AID 1625;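 active means z-score above 3 at 5 µM with at least 500 cells counted in the well; inconclusive means wells under 500 cells, flagged as cytotoxic or low count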
# MT stabilizer: microtubule stabilizers in HeLa cells; HeLa tubulin immunostaining HCS, 24 h; share of cells brighter than vehicle mean+2SD; % tubulin-high responders, % at 10 µM; hit rate 0.83% among 200,000; AID 2205;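 active means plate Z-score above 3 for both tubulin-high and condensed-nucleus cell shares, with cell loss under 80%, at 10 µM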;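 further: anti alpha tubulin signal scored within the nucleus-defined area of each cell; some results filed as inactive read as strong as hits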
# WT yeast gro inh: growth inhibition of WT yeast, mitochondrial fusion screen; hit rate 2.1% among 190,000; inhibition, % at 10 µM; mitochondrial fusion phenotypic screen, WT strain; in the data active means inhibition above about 58%; tested in S. cerevisiae
# PMI inhibitors: inhibitors of human PMI, primary screen, biochemical, fluorescence intensity, coupled assay (AID 1209); purified PMI enzyme, coupled fluorescence intensity; higher % means a stronger effect; inhibition, % at 20 µM; hits with a dose series show IC50 in µM; hit rate 0.42% among 190,000;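 further: plate controls were DMSO vehicle for no effect and wells lacking substrate for full effect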
# WT yeast gro inh mutant strain: also measured in WT yeast gro inh; calls as there; inhibition, %; mitochondrial fusion phenotypic screen, mutant strain inhibition
# Dynein transport cytoplasmic EGFP: second read-out of Dynein transport, no call of its own (marks repeat the call); z-score; measured here: cytoplasmic GR-EGFP intensity; stronger effect = higher value
# Dynein transport nuclear GR-EGFP: further read-out of Dynein transport, marked with its call; z-score; measured here: nuclear GR-EGFP intensity;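 lower value marks the stronger effect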
# Dynein transport cell count: recorded beside Dynein transport, whose call it bears; z-score; measured here: cell count per field
# Ins promoter up cell count: also measured in Ins promoter up; calls as there; cell count; measured here: cytotoxicity, nuclei count;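 total cells summed across four imaged fields per well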
# b-catenin transl cell count 5 µM: further read-out of b-catenin transl, marked with its call; cell count; measured here: cell count, cytotoxicity flag
# MT stabilizer Hoechst-high %: recorded beside MT stabilizer, whose call it bears; % Hoechst-high responders; measured here: nuclear condensation Hoechst responders;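 share of cells brighter than vehicle mean plus two SD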
# MT stabilizer cytotoxicity %: further read-out of MT stabilizer, marked with its call; toxicity, %; measured here: cytotoxicity by cell density;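 0% = mean cell density of plate MIN control wells and 100% = no cells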
# Autophagy mod cell loss 18 h: further read-out of Autophagy mod, marked with its call; toxicity, %; measured here: cell loss, nuclei count;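 cell loss after 18 h compound exposure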
# * hit, by the source's call; i = inactive; u = inconclusive; x = no result given; + = active, no number. Unless noted, no stated cut-off is given here; in the data, active means inhibition above about 50%; inactive means the rest. The order is random; overall some 5% were active at least once.
SMILES,b-catenin transl,b-catenin transl cell count 5 µM,Dynein transport,Dynein transport cytoplasmic EGFP,Dynein transport nuclear GR-EGFP,Dynein transport cell count,Yfh1-depleted yeast,Autophagy mod,Autophagy mod cell loss 18 h,human PMI inhibitors,Ins promoter up,Ins promoter up cell count,MT stabilizer,MT stabilizer Hoechst-high %,MT stabilizer cytotoxicity %,WT yeast gro inh,WT yeast gro inh mutant strain,PMI inhibitors
O=S(=O)(CCSc1nc2ccccc2o1)c1nc2ccccc2s1,x,x,-4.1*,0.51*,-2*,0.51*,i,+,56*,5%,x,x,2.6,1.7,5.9,13,16,10%
[O-]/[N+](=C\C=C\c1ccccc1)c1ccccc1,0.5,1354,1.1,-0.2,0.38,-1.1,i,x,x,x,0.46,1023,x,x,x,x,x,x
CCOc1cccc(-c2nc(C(N)=O)c3[nH]c(=O)n(-c4cccc(Cl)c4)c3n2)c1O,-1.5,1104,-0.68,-0.14,-0.084,-0.32,i,x,x,3%,-0.55,1421,2.5,1.3,4.7,15,2,9%
Cc1ccc(S(=O)(=O)N2CCC(=O)N(C(COCc3ccc(Cl)cc3)Cc3ccccc3)CC2)cc1 (stereo unspecified),x,x,0.069,-0.29,0.33,0.81,i,i,3,11%,x,x,2.0,3.4,13,27,2,7%
O=C(O)/C=C/C(=O)c1ccc(O)cc1,-0.3,1332,-0.63,-0.17,-0.57,1.3,i,x,x,x,-0.63,1399,x,x,x,x,x,x
CCC(=O)NNc1nc2c(F)cc(F)cc2s1,1.1,936,0.73,-0.062,0.29,-0.21,i,i,3,12%,1.1,1592,1.4,2.0,2.9,10,-6,11%
CCN(CC)C(=O)c1sc2nc(-c3ccc(OC)cc3)cn2c1C,0.2,999,-0.5,-0.38,-0.38,0.65,x,i,10,9%,-0.57,1328,2.7,1.5,1.2,-18,-8,10%
CCN(C(=N)N=C(N)N)c1ccccc1,4.2,892,1.1,-0.29,0.57,-1.3,i,i,-4,-2%,-0.11,1558,3.1,1.6,3.4,-7,4,-5%
COc1ccc(Cc2n[nH]c(=S)n2Cc2ccccc2)cc1Cl,-1.3,939,-0.19,0.14,0.29,0.31,i,i,14,7%,-0.05,1636,5.2,2.7,6.4,9,10,7%
CCc1ccc(CCC(=O)Nc2ccc(C)cc2C)o1,2.7,964,-0.5,-0.24,-0.89,0.54,i,i,-5,1%,0.21,1325,5.1,3.5,4.6,-9,0,6%
CC(=O)Oc1cc2oc(=O)cc(C)c2cc1Cl,0.0,1331,0.25,-0.19,0.14,-0.68,i,x,x,x,-0.27,1036,x,x,x,x,x,x
CC1=Nc2cccc3cccc(c23)N1,1.5,1344,0.34,-0.097,0.72,0.052,i,i,16,46%,1.1,1489,3.6,2.3,6.9,20,31,31%
O=C(COC(=O)/C=C/c1ccc(OC(F)F)cc1)Nc1ccc(S(=O)(=O)N2CCCC2)cc1,-0.2,918,-1.1,-0.32,-0.75,0.76,i,i,-3,8%,0.39,1242,5.6,2.0,4.4,-14,-5,13%
Nc1ccc2c(c1)C(=O)C(=O)c1ccccc1-2,x,x,-4.6,8.4,-1.6,-0.9,i,i,60,44%,u,x,1.7,1.5,9.4,97*,94*,x
O=C(N/N=C\c1ccc[nH]1)C1COc2ccccc2O1 (stereo unspecified),0.4,1330,0.63,-0.28,0.89,-0.59,i,x,x,x,0.43,1251,x,x,x,x,x,x
Cc1cnn(-c2cc(N/N=C/c3ccccc3)ncn2)c1,-1.9,1440,0.27,-0.24,-0.084,0.51,i,i,-4,-7%,-1.9,1285,1.6,2.1,5.0,8,-12,-2%
CCN(CC)c1ncnc2sc(C(=O)N3CCN(c4ccc(OC)cc4)CC3)c(C)c12,0.8,1132,0.48,-0.2,0.42,0.4,i,i,15,0%,-0.54,1154,4.1,2.4,12,18,-1,5%
N#C/C(=C/c1ccc(N2CCOCC2)o1)C(=O)N1CCOCC1,-1.9,549,0.35,-0.083,-0.27,-0.062,>100µM*,i,4,5%,1.3,1237,1.8,6.0,8.8,-1,1,-3%
CCNc1nc(OCC)nc(N2CCC(Cc3ccccc3)CC2)n1,0.1,1035,1.2,-0.25,0.33,-1.2,i,i,3,8%,-0.27,1380,2.4,1.9,7.7,19,-4,14%
CCNc1nc(Oc2ccc(=O)[nH]n2)nc(SC)n1,x,x,-0.067,-0.22,-0.22,1,i,i,32,2%,0.16,1185,3.6,2.6,8.5,-15,-21,0%
O=C1CCCN1CCCNC(=S)Nc1ccc(F)cc1,-2.0,956,-0.65,-0.19,0.12,-0.054,i,i,3,6%,-0.09,1587,1.9,2.2,9.2,-18,-21,6%
COc1ccc(CC2(C)OC(c3ccc(C)c([N+](=O)[O-])c3)=NN2C(C)=O)cc1 (stereo unspecified),1.0,1310,-0.36,-0.3,-0.092,0.71,i,x,x,x,-0.73,1397,x,x,x,x,x,x
CC(=O)C(C)Oc1ccc(Cc2ncc(C(F)(F)F)cc2Cl)cc1 (stereo unspecified),0.4,1575,0.0058,-0.28,0.15,0.055,i,i,2,0%,-0.22,1458,3.0,1.5,5.3,25,18,1%
O=C(/C=C/Nc1ccc(F)cc1Br)c1ccccc1,0.7,545,-0.38,-0.1,-0.42,0.26,i,i,-15,-6%,-0.83,1220,2.0,2.3,4.9,25,18,-6%
CC(=O)NC12CC3CC(C1)CC(C(=O)OCC(=O)NC(=O)c1cccn1C)(C3)C2,-6.3,1198,-0.14,-0.18,0.14,-0.36,i,i,43,6%,0.52,1295,2.0,2.5,13,0,7,9%

# (more compounds)
SMILES,b-catenin transl,b-catenin transl cell count 5 µM,Dynein transport,Dynein transport cytoplasmic EGFP,Dynein transport nuclear GR-EGFP,Dynein transport cell count,Yfh1-depleted yeast,Autophagy mod,Autophagy mod cell loss 18 h,human PMI inhibitors,Ins promoter up,Ins promoter up cell count,MT stabilizer,MT stabilizer Hoechst-high %,MT stabilizer cytotoxicity %,WT yeast gro inh,WT yeast gro inh mutant strain,PMI inhibitors
Cc1ccccc1NC(=O)c1ccc(CN2CCC(Cc3ccccc3)CC2)cc1,0.1,1327,1.4,-0.2,0.34,-0.59,i,i,6,3%,0.25,1462,2.7,1.2,6.4,-5,-19,6%
Cc1ccccc1CSc1nnc(Cn2c(=O)sc3ccccc32)n1C,0.1,1100,0.69,-0.15,0.71,-0.036,i,i,14,3%,0.82,1189,5.3,2.1,5.7,13,7,7%
CCOc1ccc(NC(=O)C2CC=CCC2C(=O)O)cc1 (stereo unspecified),-1.6,1120,-0.4,-0.28,-0.12,0.092,i,i,0,14%,-0.53,1170,2.1,2.2,19,-27,-7,14%
CCn1c(=S)sc2c(=O)n(-c3ccccc3)c(=S)[nH]c21,-0.6,986,-0.062,-0.31,0.063,0.17,i,i,27,-9%,x,x,2.0,1.7,0.6,-2,7,19%
CC(=O)NCC(=O)N(C)C(C(=O)Nc1ccc2c(c1)OCCO2)c1ccc(C)cc1 (stereo unspecified),-1.3,1102,-1.2,-0.26,-0.66,0.85,i,i,-25,5%,0.45,1242,1.9,1.5,7.2,-6,2,-5%
CC(=O)Nc1cccc(Nc2nc(-c3ccccc3F)nc3ccccc23)c1,0.6,1147,-1.1,-0.34,-0.49,1.1,i,i,4,23%,-0.17,1308,3.7,3.1,1.8,-10,3,16%
CC(NC(=O)Nc1ccccc1O)(C(F)(F)F)C(F)(F)F,0.9,1032,0.63,-0.21,0.24,0.28,i,i,0,33%,0.04,1845,5.8,3.4,6.7,43,49,32%
COc1ccc(NCC(=O)n2c(C)c(C)c3ccccc32)cc1,41,624,-0.53,-0.2,-0.28,0.73,i,i,-3,14%,-0.44,1150,20*,25*,54*,-3,-9,-11%
CC1C/C(=N/NC(=O)c2cccs2)CC(C)(C)C1 (stereo unspecified),x,x,-1,-0.11,-0.39,0.14,i,i,-5,-4%,-0.4,879,3.1,1.6,0.1,-16,-3,-5%
C/C(=N\Nc1cc(Cl)nc(C)n1)c1ccccc1,0.3,1342,-0.38,-0.17,-0.28,-0.051,i,i,0,0%,0.1,1588,2.4,1.6,1.3,19,35,1%
Nc1ccc(N2CCN(C(=O)c3cccs3)CC2)cc1,0.8,1136,-1.3,-0.23,-0.69,0.77,u,i,18,3%,-0.42,903,1.2,1.5,3.4,1,-14,8%
COCCNC(=O)CCn1nc(-c2ccc(Cl)cc2)ccc1=O,1.0,1435,-0.8,-0.35,-0.62,0.3,i,i,-45,9%,0.84,1361,2.7,3.0,8.4,11,10,10%
O=c1c2sccc2n(Cc2ccc(F)cc2)c(=O)n1-c1ccc(F)cc1,-2.2,1122,0.55,-0.21,0.75,-1,i,i,-8,-12%,0.15,1406,1.9,2.5,3.7,-3,3,-7%
CCCCn1c(-c2cc(Cl)ccc2OC)n[nH]c1=S,-0.7,1073,-0.3,-0.16,0.22,-0.29,i,i,-1,12%,1.4,1658,2.9,0.4,20,16,7,13%
CN(C(=O)COC(=O)C(Cc1ccccc1)NC(=O)c1ccccc1)c1ccccc1 (stereo unspecified),-0.5,1103,0.24,-0.25,0.22,0.76,i,i,18,7%,0.64,1474,2.6,1.5,2.9,15,-6,17%
Cc1nc2ccccc2c2oc(C(=O)N3CCN(C4CCCCC4)CC3)cc12,-0.9,1061,-0.24,-0.25,0.09,1.3,i,i,0,19%,x,x,2.7,2.6,0.4,2,-3,18%

# Compound activity as filed in PubChem BioAssay.
